# TAAR1 antag = human TAAR1 antagonists, primary screen, Fluo-8 calcium fluorescence, CHO RD-HGA16 cells; Trace amine-associated receptor 1 (Homo sapiens), Q96RJ0; antagonist; inhibition, % at 3 µM; 360,000 tested, 1.5% active; AID 624466, 2012;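 active means inhibition above a per-plate cutoff, the mean inhibition of test compounds on that plate plus 3 SD, cut at about 49% in these data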;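 further: 0% = DMSO plus EC80 beta-PEA response and 100% = DMSO alone without agonist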
# Target sequence (Q96RJ0 whole entry, looked up): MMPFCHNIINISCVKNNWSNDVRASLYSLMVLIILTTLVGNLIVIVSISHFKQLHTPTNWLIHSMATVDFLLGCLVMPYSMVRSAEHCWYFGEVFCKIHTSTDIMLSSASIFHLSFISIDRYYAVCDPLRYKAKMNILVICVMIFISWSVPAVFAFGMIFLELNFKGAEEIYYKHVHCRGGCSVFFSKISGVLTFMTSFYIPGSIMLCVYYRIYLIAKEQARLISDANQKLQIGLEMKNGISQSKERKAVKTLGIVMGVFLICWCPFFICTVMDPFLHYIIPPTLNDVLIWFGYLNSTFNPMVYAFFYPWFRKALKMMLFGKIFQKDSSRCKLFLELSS
#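 Material: RD-HGA16 CHO cells with stable hTAAR1 and Gα16; Dosing: single nominal final test compound concentration of 3 µM; Schedule: seeding 17-24 h prior, 75-min 37 °C, 30-min RT dye loading; Detection: kinetic Fluo-8 calcium fluorescence measurement; Measure: % inhibition from peak post-agonist over basal fluorescence ratio; Benchmarks: vehicle and agonist controls.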
# OXTR potentiator = human OXTR potentiators, primary screen, fluorescence, CHO-OTR cells, Fluo-8 calcium. Oxytocin receptor (Homo sapiens), P30559. Fluo-8 calcium fluorescence, potentiator mode; 0% = oxytocin EC15, 100% = EC100. activation, % at 3 µM. 320,000 tested, 0.061% active. AID 2445, 2010;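 active means activation above that plate's cutoff, the mean activation of tested compounds plus 3 SD, cut at about 6.6% in these data, passing the limit was not always enough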;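 further: 100% uses oxytocin at 75 nM as the full agonist control; some results filed as inactive read as strong as hits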
# Target sequence (P30559 whole entry, looked up): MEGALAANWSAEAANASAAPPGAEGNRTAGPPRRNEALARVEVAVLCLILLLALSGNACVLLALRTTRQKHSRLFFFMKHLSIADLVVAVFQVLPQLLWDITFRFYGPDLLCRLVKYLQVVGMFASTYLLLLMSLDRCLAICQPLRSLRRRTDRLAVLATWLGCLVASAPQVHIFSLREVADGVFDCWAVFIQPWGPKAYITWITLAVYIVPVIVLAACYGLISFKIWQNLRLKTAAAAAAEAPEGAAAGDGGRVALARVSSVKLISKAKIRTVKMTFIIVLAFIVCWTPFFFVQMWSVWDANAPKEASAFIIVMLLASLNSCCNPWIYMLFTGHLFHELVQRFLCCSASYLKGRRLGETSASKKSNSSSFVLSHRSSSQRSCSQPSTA
#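 Dosing: Single dose, 3.0 µM nominal final compound concentration | Material: Human OTR in CHO cells | Technique: Kinetic Fluo-8 calcium fluorescence | Benchmarks: EC15 oxytocin alone as 0%, 75 nM oxytocin as 100% | Probe or stimulus: Oxytocin at about EC15, sub-maximal agonist stimulus | Incubation: Compound 6 min at room temperature before oxytocin, 100 s read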
# OXTR agonist = human OXTR agonists, primary screen, fluorescence, CHO-OTR cells, Fluo-8 calcium. activation, % at 3 µM. 320,000 tested, 0.32% active. Fluo-8 calcium fluorescence; normalized: DMSO 0%, oxytocin 100%;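 active means activation above the mean of all tested compounds plus 3 SD, cutoff set per screening run, cut at about 20% in these data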;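 further: peak over basal fluorescence ratio from a 100 s FLIPR kinetic read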
# V1R ag counter = agonists of human V1a receptor, primary screen, counter-screen for OXTR agonist project, fluorescence, CHO-V1R cells | Fluo-8 calcium fluorescence, agonist mode; 0% DMSO, 100% 3 nM vasopressin | activation, % at 3 µM | 320,000 tested, 0.25% active | AID 2797, 2010;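 active means activation above the mean activation of all tested compounds plus 3 SD, per screening run, cut at about 20% in these data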;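 further: signal is peak over basal fluorescence ratio across a 100 second FLIPR read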
# M1 PAM parental = nonselective calcium activators in parental CHO-K1 cells, primary screen, counter-screen for M1 PAM project, cell-based, Fluo-8 calcium fluorescence, full deck, 1536-well | ATP EC20; 0% at ATP EC20, 100% at ATP max | activation, % at 3 µM | 360,000 tested, 0.02% active | AID 602247, 2012;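 active means activation above the run cutoff, the mean activation of all test compounds plus 3 SD, cut at about 40% in these data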;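 further: peak over basal fluorescence ratio in a 140 s read after ATP addition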
# CHO-K1 Ca antag = counter-screen for M1 antagonists: effect in parental CHO-K1 cells; 360,000 tested, 0.6% active; ATP-induced calcium, Fluo-8 fluorescence; inhibition, % at 3 µM;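 active means inhibition above a per-plate cutoff, the plate's mean sample inhibition plus 3 SD, cut at about 24% in these data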;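 further: 0% = DMSO plus EC80 ATP and 100% = DMSO alone without ATP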
# GPR7 antagonist = GPR7 receptor antagonists, primary screen, cell-based, fluorescence, single concentration; Neuropeptides B/W receptor type 1 (Homo sapiens), P48145; GPR7-expressing cells, fluorescence antagonist assay; inhibition, % at 4.4 µM; 290,000 tested, 1.1% active; in the data active means inhibition above about 16%, passing the limit was not always enough;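 further: cells stimulated with the agonist NPW; 0% = agonist with vehicle and 100% = vehicle without agonist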
# Target sequence (P48145 whole entry, looked up): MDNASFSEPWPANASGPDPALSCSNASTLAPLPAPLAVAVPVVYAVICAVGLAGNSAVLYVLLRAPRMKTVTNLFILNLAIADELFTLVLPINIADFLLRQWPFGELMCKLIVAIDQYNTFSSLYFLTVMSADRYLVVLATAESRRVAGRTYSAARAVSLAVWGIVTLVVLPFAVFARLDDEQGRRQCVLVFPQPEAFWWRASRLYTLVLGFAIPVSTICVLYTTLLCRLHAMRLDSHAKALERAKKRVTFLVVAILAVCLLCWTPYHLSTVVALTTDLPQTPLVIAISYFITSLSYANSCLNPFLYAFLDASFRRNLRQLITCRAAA
# CHO parental Ca = ATP-evoked calcium signal inhibitors, parental CHO, primary screen, counter-screen for OX1R antagonist project, cell-based, fluorescence, Fluo-8 calcium dye; 330,000 tested, 0.63% active; parental CHO-K1, ATP-induced calcium, Fluo-8 fluorescence; inhibition, % at 5.6 µM; AID 463079, 2010;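 active means inhibition above that plate's mean sample inhibition plus 3 SD, cut at about 26% in these data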;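 further: 0% = ATP-challenged DMSO wells and 100% = DMSO wells without ATP; some compounds past the cut are filed as inactive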
#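 Test system: untransfected parental CHO cell line; also added: ATP stimulus; dosing: 5.6 µM, single dose; signal: calcium-sensitive Fluo-8 fluorescence; measure: percent inhibition of ATP-evoked calcium rise, normalized to controls; benchmarks: low control ATP plus DMSO, high control DMSO only; replication: one well per compound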
# M1 ag parental = counter-screen for M1 agonists: effect in parental CHO-K1 cells | activation, % at 3 µM | 360,000 tested, 0.48% active | Fluo-8 calcium fluorescence; scaled to maximal ATP response, vehicle zero; in the data active means activation above about 15%;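 further: untransfected CHO-K1 host cells lacking M1 receptor as counterscreen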
# Numbers without * were called inactive; · = not tested or not shown.
SMILES,TAAR1 antag,OXTR potentiator,OXTR agonist,V1R ag counter,M1 PAM parental,CHO-K1 Ca antag,GPR7 antagonist,CHO parental Ca,M1 ag parental
Cc1cc(Br)ccc1NC(=O)CN(C)C(=O)C1=COCCO1,-7,-6,0.5,-0.2,15,-22,·,4,0.5
COc1ccc(CN(C)C(=O)c2cnc(OC)cc2C(F)(F)F)c(OC)c1,-2,-6,-0.6,-2.8,25,-18,-9,-10,4.3
CC1(C(=O)NS(=O)(=O)c2ccccc2OC(F)(F)F)CCN1C(=O)c1ccccc1 (stereo unspecified),-11,·,·,·,13,-5,·,·,0.2
CCCN(CC(=O)Nc1ccc(C(N)=O)cc1)CC(=O)Nc1ccc(F)c(F)c1F,12,-11,0.0,1.7,-6,7,11,-20,0.3
Cc1ccc(C(=O)NCCc2csc(-c3cccnc3)n2)cc1,10,-6,-1.7,-1.0,23,-12,8,-15,1.9
Cc1ccc(CNC(=O)c2sc3nc4c(c(C(F)(F)F)c3c2N)CCC4)cc1,-9,-5,0.6,0.7,0,-8,-9,-4,0.0
COC(=O)C1=C(C(=O)c2ccc(C)cc2)C(c2ccc(O)c(OC)c2)n2nnnc2N1 (stereo unspecified),-4,-5,1.0,1.9,17,-5,-14,-7,0.9
COc1cc(CNCc2ccccn2)ccc1OCc1c(Cl)cccc1Cl,8,-18,19,13,-1,4,-3,11,6.4
Cc1ccc2nc(C(C)(C)C)c(Cc3ccccc3C(F)(F)F)n2c1,-39,·,·,·,15,-17,·,·,-0.4
CC(=O)Nc1ccc(SCC(=O)c2cc(C)n(-c3ccccc3)c2C)cc1,10,-8,0.1,4.9,25,-14,13,-22,0.9
COCCNc1cc(C)nc2ccccc12,-2,-14,1.5,0.1,16,-3,1,-18,0.0
Cc1cc(C)n2c(NC3CCCC3)c(-c3ccc(F)cc3)nc2n1,-9,·,·,·,-6,1,·,·,-0.4
CN(C(=O)c1cccc(NC(=O)Cc2ccc(NC(=O)C3CCCN(C(=O)CCc4ccccc4)C3)cc2)c1)C1CC1 (stereo unspecified),-7,·,·,·,13,-3,·,·,0.2
O=c1c(CN2CCN(c3cccc(Cl)c3)CC2)coc2c(Cl)cc(Cl)cc12,15,0,1.7,0.9,24,-15,-5,-5,1.6
CC1=C/C(=C(/c2ccc(O)c(C)c2)c2ccccc2S(=O)(=O)O)C=CC1=O,-2,-2,0.2,0.5,11,-17,·,-1,0.6
Cc1ccc(-c2c3c([nH]c(=S)c2C#N)CCCC3)o1,2,-1,-0.3,-0.6,1,-7,-8,-6,-0.1
Cc1ccc(NC(=S)NC(=O)c2ccc(-c3ccccc3)cc2)c(C)c1,-12,-10,0.3,0.5,22,-14,-10,0,0.7
O=C(COc1ccc(F)cc1)Nc1nccs1,9,1,-0.2,0.6,-7,0,14,-10,-0.7
Cc1nc2ncnn2c(N2CCN(C(=O)c3cccc(F)c3)CC2)c1C,-4,-6,0.4,1.1,12,-5,-12,-15,0.6
O=C(O)c1ccc(N/C(=N\S(=O)(=O)c2ccc(Cl)cc2)c2ccccc2)cc1,-25,-3,0.5,0.6,22,5,-5,-1,-0.3
COc1ccc(S(=O)(=O)N2CCC(C(=O)N[C@H](C(=O)N3CCCC3)C(C)C)CC2)cc1,-15,-1,-0.3,0.8,15,-7,-5,-5,7.9
CSc1ccccc1NC(=O)CNCCCN1CCOCC1,-21,2,0.5,0.6,-25,12,-9,-6,0.1
CCn1c(SCc2nc(-c3ccc(OC)c(OC)c3)no2)nnc1-c1cccs1,-11,-2,2.1,2.1,8,2,-14,-8,3.2
CCc1ccc(OCc2nnc(SCCN3CCOCC3)n2C)cc1,-10,-5,-1.1,-0.4,6,1,-1,-3,-0.1
CCCC12CN3CC(C)(CN(C1)C3c1ccc([N+](=O)[O-])o1)C2=O (stereo unspecified),-4,-7,-0.2,0.6,17,-6,-18,-2,1.3

# Compounds from the list above that contain a Cl atom (3):
SMILES,TAAR1 antag,OXTR potentiator,OXTR agonist,V1R ag counter,M1 PAM parental,CHO-K1 Ca antag,GPR7 antagonist,CHO parental Ca,M1 ag parental
COc1cc(CNCc2ccccn2)ccc1OCc1c(Cl)cccc1Cl,8,-18,19,13,-1,4,-3,11,6.4
O=c1c(CN2CCN(c3cccc(Cl)c3)CC2)coc2c(Cl)cc(Cl)cc12,15,0,1.7,0.9,24,-15,-5,-5,1.6
O=C(O)c1ccc(N/C(=N\S(=O)(=O)c2ccc(Cl)cc2)c2ccccc2)cc1,-25,-3,0.5,0.6,22,5,-5,-1,-0.3

# Profiles, looked up by structure. Order of values: TAAR1 antag	OXTR potentiator	OXTR agonist	V1R ag counter	M1 PAM parental	CHO-K1 Ca antag	GPR7 antagonist	CHO parental Ca	M1 ag parental
# Entry for O=C(O)c1ccc(N/C(=N\S(=O)(=O)c2ccc(Cl)cc2)c2ccccc2)cc1 = -25	-3	0.5	0.6	22	5	-5	-1	-0.3
# Entry for Cc1cc(Br)ccc1NC(=O)CN(C)C(=O)C1=COCCO1 = -7	-6	0.5	-0.2	15	-22	·	4	0.5
# Entry for COc1ccc(CN(C)C(=O)c2cnc(OC)cc2C(F)(F)F)c(OC)c1 = -2	-6	-0.6	-2.8	25	-18	-9	-10	4.3
# Entry for Cc1ccc(NC(=S)NC(=O)c2ccc(-c3ccccc3)cc2)c(C)c1 = -12	-10	0.3	0.5	22	-14	-10	0	0.7
# Entry for Cc1ccc(C(=O)NCCc2csc(-c3cccnc3)n2)cc1 = 10	-6	-1.7	-1.0	23	-12	8	-15	1.9

# Other structures follow.
SMILES,TAAR1 antag,OXTR potentiator,OXTR agonist,V1R ag counter,M1 PAM parental,CHO-K1 Ca antag,GPR7 antagonist,CHO parental Ca,M1 ag parental
CCN(CCCCN1C(=O)c2ccccc2C1=O)c1ccc2c(c1)C(=O)N(C)C2=O,37,-4,0.7,1.1,21,-16,-6,-14,5.5
CC(=O)Nc1cc(-c2cccc(C(=O)N(C)C)c2)cn2c(-c3cccc(C(=O)N(C)C)c3)cnc12,5,·,·,·,3,-4,·,·,3.2
CCOc1ccc(-c2cc(C(=O)Nc3ccc(C)c(NS(C)(=O)=O)c3)[nH]n2)c(C)c1,7,·,·,·,-14,15,·,·,2.6
CCOC(=O)C1(CCc2ccccc2)CCN(Cc2cccc3nccnc23)CC1,7,-14,2.8,2.6,17,-13,3,-36,6.9
Cn1cc(Br)c(-c2cccc(N3C(=O)CCCC3=O)c2)n1,-13,-6,0.7,0.0,-23,18,-8,-7,-0.1
COCCNC(=O)C1(C(F)(F)F)CC(CCCO)CCCO1 (stereo unspecified),12,-1,-0.4,0.4,14,-13,·,-19,0.1
O=C(C[C@@H]1C/C=C\C[C@@H](Cc2ccc(F)cc2)C(=O)OC[C@H]2CCCN2C1=O)NCCO,11,-7,0.4,0.9,-17,2,·,-3,0.1
COc1ccc2cc(C3(C)NC(=O)N(CC(=O)N4CCCCC4)C3=O)ccc2c1 (stereo unspecified),9,-8,3.4,3.3,8,-6,·,-15,1.3
O=C1c2ccc(Br)cc2C(=O)N1c1ccc(Cl)cn1,-8,4,-0.5,-0.1,18,-10,-10,8,0.2
CCSc1nnc(CNc2ccc(C)cc2)n1C,-3,-10,-0.2,0.3,1,4,10,-2,0.5
CO/N=C(/CN1CCCCC1)c1ccc(Cl)cc1,-6,5,1.7,-0.3,9,-17,-13,-1,0.7
COc1ccc(C(=O)NCCn2ccc3ccccc32)cc1OC,0,-2,-0.4,0.2,-6,3,-1,-3,0.7
COc1ccc(CN2C(=O)NC3(CCCc4ccccc43)C2=O)cc1F (stereo unspecified),-8,-20,0.7,0.6,-2,3,7,-7,-0.2
COCCN(C(=O)CCC(=O)Nc1cc(C)on1)C(C(=O)NC1CCCC1)c1ccccc1C (stereo unspecified),-2,-2,-0.9,-0.9,-9,-12,4,-14,-0.4
CCCN1C2CCCC1CC(NC(=O)c1ccccc1Br)C2 (stereo unspecified),-16,-2,1.0,0.0,-8,0,1,-17,-0.1
Cc1ccsc1C(=O)Nc1cccc(S(=O)(=O)N(C)C)c1,-14,-4,-0.8,2.8,2,0,-10,-12,0.2
CN(C)c1ccc(-c2ccnc3c2CC(C)(C(=O)NCC2CC2)O3)cc1 (stereo unspecified),-7,·,·,·,3,2,·,·,-0.1
CC(C)N1C[C@@]23C=C[C@@H](O2)C(C(=O)OCc2ccccc2)[C@H]3C1=O (stereo partly specified),-13,-8,0.5,1.0,-8,5,-2,-13,-0.3
CCOC(=O)CC1C(=O)NCCN1c1nc2c(C)cccn2c(=O)c1/C=C1\SC(=S)N(C(C)CC)C1=O (stereo unspecified),·,-9,23*,34*,·,·,10,54*,·
CC(C)(C)[C@H]1COC(=O)[C@@H](Cc2ccc(F)cc2)C/C=C\C[C@@H](CC(=O)N[C@H](CO)Cc2ccccc2)C(=O)N1,27,-5,3.7,2.0,10,-9,·,-28,0.1
O=C(O)c1ccc(-c2nnc(-c3ccc([N+](=O)[O-])cc3)o2)cc1,-14,-15,-0.7,-0.2,1,-4,-5,-9,-0.1
O=C(NCc1nc(-c2ccc(C(F)(F)F)cc2)no1)Nc1ccc(OC(F)(F)F)cc1,12,-14,0.4,4.0,16,-13,-3,14,1.6
Cc1ccc(NC(=O)CCCN2C(=O)NC(C)(C)C2=O)cc1,-11,1,-0.8,0.4,3,-5,·,8,0.2
O=S(=O)(O)c1nc2ccccc2[nH]1,-10,-3,-0.4,1.0,14,-9,7,-8,0.9
O=C(/C=C/c1ccco1)N1CCN(C/C=C/c2ccccc2)CC1,-13,-3,-0.8,-0.1,2,-3,-7,-17,0.2
Cc1ccc(C)c(S(=O)(=O)n2cnc3ccccc32)c1,-29,-6,0.1,0.3,23,-5,8,-2,0.2
COc1ccc(C2(CNC(=O)Cc3ccccc3)CCCC2)cc1OC,-5,3,-1.5,-0.5,15,-28,-3,-14,1.4
COC(=O)c1ccc(CNC(=O)COC(=O)CCN2C(=O)C3CC=CCC3C2=O)cc1 (stereo unspecified),-3,-4,0.1,1.2,-4,2,·,-16,0.4

# Screens: PubChem BioAssay, The Scripps Research Institute Molecular Screening Center
